From PubChem BioAssay
FBW7 act: activators of human E3 ligase FBW7 | normalized activity (activation), % at 26.1 µM | AlphaScreen FBW7–phospho-cyclin E peptide binding, activator screen | Q969H0 | 650,000 compounds, 0.13% hits; in the data active means normalized activity above about 1.9%;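 further: purified mutant Fbw7 with reduced substrate affinity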
Target sequence (Q969H0 whole entry, looked up): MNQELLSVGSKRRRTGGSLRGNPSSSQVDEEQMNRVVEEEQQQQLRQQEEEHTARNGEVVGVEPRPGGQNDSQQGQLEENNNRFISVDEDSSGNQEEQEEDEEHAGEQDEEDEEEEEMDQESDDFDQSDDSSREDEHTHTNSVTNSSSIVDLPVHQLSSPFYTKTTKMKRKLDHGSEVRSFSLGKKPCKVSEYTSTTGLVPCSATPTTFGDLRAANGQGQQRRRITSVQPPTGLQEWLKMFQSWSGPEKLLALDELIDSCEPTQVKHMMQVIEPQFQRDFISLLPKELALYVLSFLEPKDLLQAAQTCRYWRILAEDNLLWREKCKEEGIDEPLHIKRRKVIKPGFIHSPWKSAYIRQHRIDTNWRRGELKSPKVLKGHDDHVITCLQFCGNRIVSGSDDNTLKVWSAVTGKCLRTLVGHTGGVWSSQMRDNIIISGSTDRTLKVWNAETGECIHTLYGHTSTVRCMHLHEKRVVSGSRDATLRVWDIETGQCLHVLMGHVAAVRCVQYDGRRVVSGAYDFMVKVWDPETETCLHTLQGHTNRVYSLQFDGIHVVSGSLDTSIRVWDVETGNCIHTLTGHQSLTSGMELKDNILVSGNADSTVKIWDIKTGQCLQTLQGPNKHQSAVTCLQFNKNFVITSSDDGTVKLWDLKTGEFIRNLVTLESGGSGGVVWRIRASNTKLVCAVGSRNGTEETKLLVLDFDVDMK
GPR151 activ: activates the human receptor GPR151 | Q8TDV0 | PathHunter beta-arrestin GPR151 cells, luminescence | activation, % at 11.2 µM | 650,000 compounds, 1% hits; in the data active means activation above about 4.9%;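 further: 0% = median of compound wells and 100% = cells with positive control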
Target sequence (Q8TDV0 whole entry, looked up): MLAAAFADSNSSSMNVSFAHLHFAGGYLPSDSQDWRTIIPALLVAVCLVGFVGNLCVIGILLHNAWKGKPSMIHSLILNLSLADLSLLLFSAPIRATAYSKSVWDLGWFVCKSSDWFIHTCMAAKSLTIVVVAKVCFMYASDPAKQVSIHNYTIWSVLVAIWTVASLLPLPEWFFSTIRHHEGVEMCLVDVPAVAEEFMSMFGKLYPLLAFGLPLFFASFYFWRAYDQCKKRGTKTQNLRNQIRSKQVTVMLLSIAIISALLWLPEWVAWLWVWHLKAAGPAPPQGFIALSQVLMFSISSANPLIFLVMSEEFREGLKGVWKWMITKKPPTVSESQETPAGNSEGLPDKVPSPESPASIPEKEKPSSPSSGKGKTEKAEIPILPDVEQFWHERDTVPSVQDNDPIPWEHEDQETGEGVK
MITF inh: blocks human microphthalmia-associated transcription factor | inhibition, % at 2.6 µM | 650,000 compounds, 0.91% hits | AlphaScreen MITF homodimerization, bead proximity signal | O75030; in the data active means inhibition above about 50%;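 further: 0% = vehicle wells with protein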
TEAD-YAP block: TEAD-YAP interaction inhibition. inhibition, % at 9.12 µM. AID 1259422. HEK-TIYL cells, TEAD-Gal4/YAP UAS-luciferase luminescence. 640,000 compounds, 1.4% hits; in the data active means inhibition above about 32%;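 further: 0% = median of test compound wells and 100% = reference inhibitor wells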
The depositor's hits bear a star; x = no result given; & = joins results of further samples.

Molecule | MITF inh | TEAD-YAP block | GPR151 activ | FBW7 act
Cn1c2ccccc2n2c(=O)n(CC(=O)NCCc3ccccc3)nc12 | -4 | 4 | -0.7 | 0.1
O=C(CCc1ccccc1)Oc1ccc(F)cc1 | 4 | 5 | 0.7 | 0.2
C[C@@H]1NC(=O)[C@@H]2C[C@H](NCc3cnn(-c4cccc(F)c4)c3)CN2C1=O | 17 | -2 | -1.1 | -0.1
C/C(=N\NC(=O)c1cc(-c2ccc(Cl)s2)[nH]n1)c1ccccc1O | -8 | -4 | 0.6 | -0.1
CN1C(C)(C)CC(NC(=O)c2cccc(-n3cc(NC(=O)Nc4ccccc4Cl)cn3)c2)CC1(C)C | -13 | -16 | 2.0 | -0.2
Cc1ccc2nc(NC(=O)c3cc(-c4cccs4)nc4ccccc34)sc2c1 | 3 | 3 | 0.9 | 0.2
COc1ccc(NC(=O)COc2cc(C)ccc2C)cc1NC(=O)c1ccco1 | 4 | 7 | 1.1 | -0.1
COc1ccc(/C=C(\C#N)C(=O)OCC(=O)c2ccc(Br)cc2)cc1 | 10 | -1 | 1.3 | 0.3
CCc1c(C)[nH][n+]2cnn(Cc3ccc(Cl)cc3)c2c1=O | 4 | 6 | 1.4 | 0.0
CC1=C(c2ccc(C)cc2)Nc2nnnn2C1c1ccc(N2CCCC2)c([N+](=O)[O-])c1 (stereo unspecified) | 0 | 10 | 0.1 | -0.2
COc1cc(CO)ccc1OCC(=O)NC1CCCCC1 | -13 | -7 | -1.9 | 0.1
COc1ccccc1/C=C/C(=O)Nc1cccc(SC)c1 | 12 | -52 | 0.5 | 0.0
Cc1ccc(S(=O)(=O)N(CC(=O)N2CCN(C)CC2)Cc2ccc(Cl)cc2)cc1 | 9 | 12 | 2.1 | 0.0
CC[C@H](CC[C@@H](C)[C@H]1CC[C@H]2[C@@H]3CC=C4C[C@@H](O)CC[C@]4(C)[C@H]3CC[C@]12C)C(C)C | 4&16 | -9&8 | -1.5&1.4 | -0.2&0.2
COc1ccc(CCNC(=O)COc2ccc3c(c2)C(=O)CC3)cc1OC | -8 | -10 | 2.0 | -0.1
Cc1ccc(N2C(=O)C3C4C=CC(O4)C3C2=O)c([N+](=O)[O-])c1 (stereo unspecified) | 0 | 5 | -2.0 | -0.1
COc1cccc(C(c2nnnn2C2CCCC2)N2CCN(C)CC2)c1OC (stereo unspecified) | 3 | 2 | 0.6 | 0.3
CC(C)(C)OC(=O)NC(Cc1ccccc1)C(=O)O (stereo unspecified) | -6 | -2 | 0.8 | 0.0
COc1ccc(OC)c(C(=O)c2coc3ccc(OC)cc23)c1 | -1 | 1 | 0.5 | 0.0
COC(=O)C1=C(C(=O)OC)SC2(S1)C(C(=O)OC)=C(C(=O)OC)SC1=C2c2cc(C)ccc2N(C(=O)CC(C)C)C1(C)C | 18 | 5 | 0.6 | 0.4
CCC(=O)N1CCc2cc(S(=O)(=O)CCC(=O)Nc3cccc(OC)c3)ccc21 | -3 | -6 | -0.3 | 0.5
CCOC(=O)c1ccccc1NC(=O)c1cc(F)c(F)c(F)c1F | -5 | 1 | -0.1 | -0.1
COc1ccc2sc(N(Cc3ccccn3)C(=O)Cc3ccc(F)cc3)nc2c1 | 7 | -6 | -0.7 | 0.0
COc1ccc(S(=O)(=O)N2c3cc(C)ccc3C(C)=CC2(C)C)cc1 | 6 | 63* | 0.7 | 0.0
CCc1ccc(S(=O)(=O)N2CC(c3nc4ccccc4[nH]3)C2)s1 | 13 | 2 | 0.2 | -0.1
COc1ccc(C2=NN(C(=O)CCC(=O)O)C(c3ccc(OC)c(OC)c3)C2)cc1 (stereo unspecified) | 7 | 6 | -0.4 | -0.1
N=C1S/C(=C\c2ccc([N+](=O)[O-])cc2)C(=O)N1c1nccs1 | -11 | -4 | 0.1 | 0.1
c1cc(Nc2nc(Nc3ccc4c(c3)OCO4)c3ncn(-c4ccsc4)c3n2)ncn1 | -9 | -25 | 0.6 | 10*
CC(C)(C)c1ccc(S(=O)(=O)Nc2ccc(C(=O)NCc3ccco3)cc2)cc1 | 11 | 14 | 2.6 | -0.2
CCCCN(CCCC)Cc1ccc(C(=O)NN)o1 | 17 | -6 | -1.9 | 0.3
CN(C)/C(CN1CCOCC1)=C1\N=C(c2ccccc2)OC1=O | -11 | -5 | -0.3 | 0.0
OC(CN(Cc1ccccc1)Cc1ccccc1)Cn1c2ccc(Br)cc2c2cc(Br)ccc21 (stereo unspecified) | 11 | -8 | -0.2 | 0.2
COc1ccccc1/C=C1\N=C(c2ccccc2C)OC1=O | -19 | -11 | -1.4 | 0.0
CC(=O)N1c2c(cc(Br)cc2S(=O)(=O)Nc2cccc(Cl)c2)CC1C (stereo unspecified) | 7 | 4 | 0.2 | 0.0
CC(=O)N1CC(=O)N(OCN2C(=O)c3ccccc3C2=O)C1c1ccc(Cl)cc1Cl (stereo unspecified) | 1 | 13 | 0.4 | 0.3
O=C1CCCC2=C1C(c1ccccc1[N+](=O)[O-])n1ncnc1N2 (stereo unspecified) | 3 | 1 | 0.1 | -0.2
COc1cccc([C@H]2NC(C(=O)O)CC[C@@H]2C)c1 (stereo partly specified) | 1 | x | 0.6 | 0.0
OCCC1CN(Cc2cnc(N3CCCC3)s2)CCN1Cc1ccccc1 (stereo unspecified) | 13 | 6 | -1.7 | 1.1
Cc1sc2nc(CN3CCOCC3)nc(N3CCN(c4ccccc4O)CC3)c2c1C | 11 | 6 | -0.3 | 0.1
CCOC(=O)c1cnn(-c2ccc(OC)cc2)c1CN1CCCC(c2nncn2C)C1 (stereo unspecified) | -21 | 8 | -1.2 | -0.1
COc1ccc(C(=O)N(C)CC(O)c2ccccc2)cc1OC1CCN(C(C)=O)CC1 (stereo unspecified) | -1 | 7 | 0.8 | 0.0
O=C1c2ccccc2-c2nnc3c(c21)CCCCCC3 | 4 | -4 | -0.4 | -0.3
Cc1ccc(N/C(S)=C(\C#N)C(N)=O)c(C)c1 | -13 | -2 | -0.9 | -0.2
CC(=O)N1CC(C)Sc2cc(S(=O)(=O)NCc3ccccn3)ccc21 (stereo unspecified) | 6 | 13 | 1.7 | 0.3
CCOC(=O)c1c(-c2ccccc2)oc2c1cc(OC(=O)c1cccs1)c1ccccc12 | -15 | 4 | 0.0 | 0.1
COc1ccc(S(=O)(=O)N(CC(N)=O)C2CCCCC2)cc1Cl | 15 | -4 | 2.8 | 0.3
c1ccc(NC(Nc2ccccc2)=[N+]2CCOCC2)cc1 | 4 | 1 | 3.2 | 0.1
Cc1ccc(-c2noc(CN(C(C)C)S(=O)(=O)c3ccccc3[N+](=O)[O-])n2)cc1 | 6 | 5 | -0.1 | -0.3
CCSc1nnc(NC(=O)CC23CC4CC(CC(C4)C2)C3)s1 | 3 | -7 | -1.5 | -0.1
CCc1nnc(NS(=O)(=O)c2ccc(N/C=C\C(=O)c3ccc(C)cc3)cc2)s1 | 11 | -32 | 1.6 | -0.1
CC1=C(C(=O)OC2CCCC2)C(c2ccc(-c3ccccc3)cc2)C2=C(CCCC2=O)N1 (stereo unspecified) | 5 | -1 | -0.6 | 0.0
Cc1cc(C)c(NC(=O)Oc2ccccc2)c(C)c1 | 8 | 10 | 1.0 | 0.2
CN(C)CCNC(=O)Nc1ccc([N+](=O)[O-])cc1 | 8 | 6 | -0.8 | 0.0
COc1ccc(OC)c(-c2cc(Cl)c3c(c2)CC(CNC(=O)c2ocnc2C)O3)c1 (stereo unspecified) | -4 | -9 | -1.0 | -0.1
CCN(Cc1ccccc1)C(=O)Cn1c(=O)c2ccc(Cl)cc2n2nncc12 | 2 | 8 | -1.3 | 0.3
CN(C(=O)Cn1c(=O)oc2ccccc21)C1CCCCC1 | 27 | -2 | -2.1 | 0.2
O=C(Nc1nnc(-c2ccc(F)cc2)s1)c1ccc(F)cc1 | 0 | -4 | -0.1 | 0.0
COc1ccc(/C=C/C(=O)O)cc1S(=O)(=O)NCCCC(=O)O | 12 | 10 | -0.3 | 0.0
O=C(Nc1ccc(Cl)cc1)c1ccc(-n2cnnn2)cc1 | -9 | -15 | -0.1 | -0.1
Cc1ccc2[nH]c3nc(N/N=C/c4cc5c(cc4[N+](=O)[O-])OCO5)nnc3c2c1 | -12 | -3 | 0.1 | -0.2

Profiles from above. Order of values: MITF inh	TEAD-YAP block	GPR151 activ	FBW7 act
COc1ccc(OC)c(C(=O)c2coc3ccc(OC)cc23)c1 in the list: -1	1	0.5	0.0
Cc1ccc(N/C(S)=C(\C#N)C(N)=O)c(C)c1 in the list: -13	-2	-0.9	-0.2
CC1=C(C(=O)OC2CCCC2)C(c2ccc(-c3ccccc3)cc2)C2=C(CCCC2=O)N1 (stereo unspecified) in the list: 5	-1	-0.6	0.0
C[C@@H]1NC(=O)[C@@H]2C[C@H](NCc3cnn(-c4cccc(F)c4)c3)CN2C1=O in the list: 17	-2	-1.1	-0.1
COc1cc(CO)ccc1OCC(=O)NC1CCCCC1 in the list: -13	-7	-1.9	0.1

Following part:
Molecule | MITF inh | TEAD-YAP block | GPR151 activ | FBW7 act
O=C(Nc1ccccc1Cl)c1cc(S(=O)(=O)NCCC2=CCCCC2)ccc1F | 10 | 1 | 1.5 | -0.1
CCC(C)(C)C(=O)Nc1cc([N+](=O)[O-])ccc1OC | 3 | -4 | -0.4 | 0.4
CCc1cc2c(=O)oc(-c3ccc(F)cc3)nc2s1 | -3 | -9 | -0.9 | 0.0
O=C(O)CCCC(=O)N1CCc2cc(S(=O)(=O)N3CCCc4ccccc43)ccc21 | 4 | 0 | 3.6 | -0.1
CN(C(=O)COc1cc(=O)n(C)c2ccccc12)c1ccc(Cl)cc1 | 8 | -8 | 0.1 | -0.1
CCOc1cc(Br)c(C2C(C(=O)OC)=C(C)NC3=C2C(=O)c2ccccc23)cc1OC (stereo unspecified) | 13 | 7 | -0.8 | -0.3
CCC(NS(=O)(=O)c1ccc(C)cc1)C(=O)NCCCN1CCOCC1 (stereo unspecified) | 2 | 0 | -0.2 | -0.1
NC(=O)c1ccc2nc(Nc3ccc(-n4ccnc4)cc3)sc2c1 | 2 | -6 | -1.2 | -0.1
CCOC(=O)c1c(NC(=O)CSc2nnc(CNC(=O)COc3ccccc3)n2-c2cccc(Cl)c2)sc2c1CCC2 | -6 | -7 | 2.6 | 0.2
COC(=O)C1=CN(C2CCCCC2)C=C(C(=O)OC)C1c1ccc(C)c([N+](=O)[O-])c1 | -12 | -2 | -1.0 | 0.1
O=c1[nH]c(CSc2nnnn2-c2ccccc2)nc2sc3c(c12)CCC3 | 11 | 0 | -1.9 | 0.8
CCN(CC)C(=O)CSc1nnc(-c2ccccc2O)n1Cc1ccco1 | -4 | 4 | 1.0 | 0.0
COc1cc(Cl)c(C)cc1NC(=S)NN | 9 | 2 | 0.1 | -0.1
COCC(=O)N1CCC(C2(CC(C)C)NC(=O)N(Cc3cccs3)C2=O)CC1 (stereo unspecified) | 3 | -8 | 0.4 | 0.0
Cc1csc(NC(=O)CCC(=O)N(CC(=O)NC2CCCC2)c2cccc(F)c2)n1 | -2 | 4 | 0.3 | -0.1
CC1=NN(C(=O)c2csc(C)c2)C(O)(C(F)F)C1 (stereo unspecified) | 1 | 3 | 1.0 | 0.0
Cc1ccc(C2CC(c3cccs3)=NN2C(=O)CSc2nnc(CNC(=O)c3ccc([N+](=O)[O-])cc3)n2-c2cccc(C)c2C)cc1 (stereo unspecified) | 2 | 1 | 1.4 | -0.1
CCOC(=O)/C(=C(/C)N)c1nc(S(=O)(=O)c2ccc(C)cc2)c(Cl)s1 | -2 | 1 | -0.7 | 0.1
O=C(NCCN1CCOCC1)c1ccc2nc(-c3cccs3)c(-c3cccs3)nc2c1 | 8 | 1 | -0.8 | 0.2
CCCCNc1nc(SCC(=O)N(C)CCCC)nc2ccccc12 | -11 | 6 | 1.5 | 0.1
Cc1csc(COc2ccc(C(=O)N3CCN(c4ccccc4Cl)CC3)cc2)n1 | 19 | 7 | -2.5 | 0.3
CC(=O)c1cccc(NC(=O)CSc2nnc3c(n2)[nH]c2ccccc23)c1 | 4 | 16 | 3.8 | -0.1
C=CCOc1ccc(Cl)cc1/C=C(\C#N)c1nc2ccccc2[nH]1 | 16 | -2 | -0.9 | 0.1
COc1ccc(NC(=O)C2CCN(c3nc(C)cc(C)n3)CC2)cc1Cl | 2 | -5 | -1.1 | -0.1
CC(C)(O)C#Cc1ccc(C(=O)N2CCN(Cc3ccccc3)CC2)cc1 | 7 | 4 | 1.0 | 0.8
COc1cc2sc(=NC(=O)c3ccc(N(C)C)cc3)n(C)c2cc1OC | 2 | -4 | -1.2 | -0.1
CC(=O)c1ccc(C(=O)NCc2ccco2)cc1 | 2 | -9 | 1.7 | 0.0
COc1ccc(/C=C(\NC(=O)c2ccc([N+](=O)[O-])cc2)C(=O)NC(C)(C)C)cc1 | -6 | 2 | 1.1 | 0.0
O=C(Nc1cccc(N=Cc2cc([N+](=O)[O-])cc([N+](=O)[O-])c2O)c1)c1ccco1 | 13 | -2 | 0.5 | -0.1
CCNS(=O)(=O)c1ccc(CCC(=O)NCc2ccccn2)cc1 | 2 | -7 | 2.4 | -0.1
COCCNC(=O)CCCCCNS(=O)(=O)c1ccc(C)cc1 | -2 | 1 | 0.4 | 0.0
CC(=O)N1CCC(=O)N(Cc2ccccc2)c2ccccc21 | 0 | 2 | 2.0 | 0.0
CC(=O)c1ccc(NC(=O)CSc2nc3cccnc3n2-c2ccc(F)cc2)cc1 | 13 | 3 | -0.2 | 0.0
COc1ccccc1N(CC(=O)Nc1ccc(C)c(Cl)c1)S(=O)(=O)c1ccc(C)cc1 | 0 | 5 | -0.1 | 0.2
Cc1ccc(-c2cc3nc(C)cc(NCCCn4ccnc4)n3n2)cc1 | 21 | -17 | -0.5 | 0.0
CCCS(=O)(=O)N1CCC(C(=O)NCCCN2CCCCC2C)CC1 (stereo unspecified) | 12 | -1 | -1.0 | -0.1
COc1ccc(OCC(=O)Nc2cccc(NC(=O)c3cccs3)c2)cc1 | 3 | -5 | -1.0 | -0.1

Random draw from the library; about 3.4% have a hit in one of these screens.
